AMA1 RON2 block: qHTS for Inhibitors of AMA1-RON; Towards Development of Antimalarial Drug Lead: Primary Screen | Plasmodium falciparum AMA1 (3D7) - RON2 peptide interaction | AlphaScreen AMA1-biotinylated RON2 peptide binding | Potency, µM (series often up to 58.2 µM), for inactives: top-dose activity change, negative = inhibition, actives largely listed as inhibitors | 360,000 compounds, 0.2% hits | AID 720542, 2013;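 further: potency means the concentration at half of the fitted maximal effect; 0% = vehicle wells and -100% = peptide control; nearly all actives have a fitted effect of over 45% in size; some results filed as inactive show a strong effect at the top dose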
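AMA1 (3D7) with his tag at 25 nM final met compounds first, then biotinylated RON2 peptide at 25 nM; detection used donor plus acceptor beads, 10 µg/mL apiece, read by AlphaScreen after 30 min at room temperature.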
AmpC inh no detg: qHTS Inhibitors of AmpC Beta-Lactamase (assay without detergent) | 330,000 compounds, 0.52% hits | AmpC nitrocefin hydrolysis, absorbance 480 nm, 0.0001% Triton | P00811 | Potency, µM (highest dose often 57.1 µM), without a hit: top-dose activity change, negative = inhibition, usual class: inhibitors;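 further: potency means the concentration at half of the fitted maximal effect; plate controls were no compound for no effect and no enzyme for full effect; nearly all actives have a fitted effect of over 20% in size; some results filed as inactive show a strong effect at the top dose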
Target sequence (P00811 whole entry, looked up): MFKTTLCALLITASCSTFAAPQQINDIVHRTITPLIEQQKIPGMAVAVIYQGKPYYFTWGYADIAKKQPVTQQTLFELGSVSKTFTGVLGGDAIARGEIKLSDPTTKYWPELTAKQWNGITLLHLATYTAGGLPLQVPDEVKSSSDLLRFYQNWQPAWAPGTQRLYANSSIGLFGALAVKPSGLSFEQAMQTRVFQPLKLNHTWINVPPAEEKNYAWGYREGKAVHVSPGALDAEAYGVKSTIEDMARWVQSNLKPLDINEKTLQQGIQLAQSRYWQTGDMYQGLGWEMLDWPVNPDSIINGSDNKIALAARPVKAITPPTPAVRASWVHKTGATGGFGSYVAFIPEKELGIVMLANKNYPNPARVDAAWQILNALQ
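20 mM phosphate pH 7.0 + 0.01% (detergent screen) or 0.0001% Triton X-100; 5.3 nM AmpC reagent; cpd preinc 15 min RT; nitrocefin (800 uM stock) to start; A480 q20 s × 4 min; Activity was normalised to no-enzyme and no-compound control wells.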
Giardia FBPA inh: qHTS Assay for Inhibitors of Fructose-1,6-bisphosphate Aldolase from Giardia Lamblia | A8B2U2 | purified Giardia FBPA | Potency, µM (series often up to 59.6 µM), inactives show at the top dose activity, negative = inhibition, hits mostly inhibitors | 290,000 compounds, 0.71% hits | AID 2451, 2010; further: potency means the concentration at half of the fitted maximal effect; nearly all actives have a fitted effect of over 55% in size
Target sequence (A8B2U2 whole entry, looked up): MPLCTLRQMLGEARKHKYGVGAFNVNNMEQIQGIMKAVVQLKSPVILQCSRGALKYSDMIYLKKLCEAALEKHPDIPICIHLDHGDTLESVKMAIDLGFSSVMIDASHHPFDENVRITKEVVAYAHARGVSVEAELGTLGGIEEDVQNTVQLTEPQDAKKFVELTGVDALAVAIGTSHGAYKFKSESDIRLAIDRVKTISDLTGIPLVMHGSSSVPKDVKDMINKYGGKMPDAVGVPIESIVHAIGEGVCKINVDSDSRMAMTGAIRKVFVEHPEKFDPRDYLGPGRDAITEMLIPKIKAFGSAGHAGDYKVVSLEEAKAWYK
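40 nM FBPA preincubated 10 min at RT with compound (up to 57.5 uM final), then substrate plus GAPDH/TPI/NAD/arsenate coupling and diaphorase/resazurin added. Fluorescence read after 20 min at RT, 525/598 nm.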
AmpC detergent: qHTS Inhibitors of AmpC Beta-Lactamase (assay with detergent); P00811; AmpC hydrolysis of nitrocefin, absorbance 480 nm, 0.01% Triton; Potency, µM (series often up to 114 µM), for inactives: at the top dose activity change, negative = inhibition, usual class: inhibitors; 370,000 compounds, 0.041% hits;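 further: potency means the concentration at half of the fitted maximal effect; 0% = no-compound wells and -100% = no-enzyme wells; nearly all actives have a fitted effect of over 25% in size; some results filed as inactive show a strong effect at the top dose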
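20 mM phosphate pH 7.0 + 0.01% (detergent screen) or 0.0001% Triton X-100; 5.3 nM AmpC reagent; cpd preinc 15 min RT; nitrocefin (800 uM stock) to start; A480 q20 s × 4 min; Activity was normalised to no-enzyme and no-compound control wells.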
Sm TGR block: qHTS Assay for the Inhibitors of Schistosoma Mansoni Peroxiredoxins; AID 485364, 2010; purified TGR, DTNB reduction, TNB absorbance 405 nm; Potency, µM (top dose mostly 114 µM), inactives show top-dose activity change, negative = inhibition, most hits filed as inhibitors; 360,000 compounds, 3% hits; further: potency means the concentration at half of the fitted maximal effect; nearly all actives have a fitted effect of over 60% in size
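TGR 20 nM + NADPH 100 uM (dispensed conc.), cpd preinc 15 min RT; start with NADPH (500 uM addition) then DTNB (15 mM addition). Kinetic TNB absorbance, 405 nm filter. Four-parameter Hill fit across titration.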
HCMV antiviral: qHTS Assay for inhibitors of the human cytomegalovirus (HCMV) | HFF cells, HCMV-luciferase reporter, 72 h; hits give low values | activity change, negative = inhibition, % at 57.5 µM | 410,000 compounds, 4.5% hits; in the data active means activity change below about -60%; inconclusive means no clear call, values can overlap the other calls; inactive means above about -39%
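Inhibition of viral replication was scored as loss of reporter luminescence in HFFs infected with HCMV-luciferase (MOI 1 PFU/cell) for 72 h; compounds tested at 2 doses, normalized to buffer and Salinomycin controls.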
Numbers without * were called inactive; u = inconclusive; x = no result given; & = joins results of further samples; [ ] = remark or other dose. Unless noted, the call rests on the fitted dose curve; in most records, active means well fitted curve in the direction sought with a large enough effect; inconclusive means small, poorly fitted or top-dose-only effect, or another doubt; inactive means no such curve, though single readings can be large; an effect the other way counts as inactive or inconclusive. Unless noted, on the % scale 0 is the no-effect control and ±100 the full control effect.

mol	AMA1 RON2 block	AmpC inh no detg	Giardia FBPA inh	AmpC detergent	Sm TGR block	HCMV antiviral
CCCCOc1ccc(N(CC(=O)NC2CCCCC2)C(=O)CCC(=O)Nc2ccccn2)cc1	4%	-15%	8%	-3%	-5%	16
O=C(Cn1ncc2c([nH]c3ccccc32)c1=O)N1CCN(c2ccccn2)CC1	10%	-20%	24%	7%	5%	-8
Cc1ccc(C(=O)N(CC(=O)NC2CCCC2)c2ccc3c(c2)OCCO3)s1	-3%	-21%	4%	-7%	-2%	-18
COc1cccc(CN(C)CC(=O)Nc2ccccc2N2CCOCC2)c1OC	1%	134%[activator]	13%	0%	1%	-30
O=C(Nc1ccc(Cl)cc1)c1ccc(Br)cc1F	14%	-26%	-12%	-2%	10%	45
O=C(CNC(=O)c1ccco1)OCc1ccc(Br)cc1	-6%	-24%	2%	4%	-29%	x
O=C(COc1ccc2ccc(=O)oc2c1)NCc1ccccn1	-4%	-2%	x	u	-3%	12
COC(=O)C1CCN(Cc2nnc(-c3ccccc3)o2)CC1	0%	-5%	4%	4%	3%	3
O=C(NCCO)/C(=C\c1ccc(Br)cc1)NC(=O)c1cccs1	6%	-7%	3%	-6%	-12%	-39
COc1ccc(-c2nc3ccccc3o2)cc1NC(=O)C(C)(C)Oc1ccc(Br)cc1	x	x	x	-1%	15%	0
COc1ccc(-c2nc3scc(CCNC(=O)c4cccc(Br)c4)n3n2)cc1	x	x	x	-6%	u	-30
COc1ccc(-c2nc(=S)c3ccc4ccccc4c3[nH]2)cc1	58%[activator]	-6%	0%	1%	6%	-15
CC1Cc2ccccc2N1C(=O)C1CCCN(S(=O)(=O)c2cccc3nsnc23)C1 (stereo not drawn)	-10%	31%	-10%	-8%	0%	-28
CC#CCCCC(=O)Nc1ccccc1C(=O)O	-11%	-20%	1%	4%	0%	70
Cc1ccc(NC(=O)Cn2cnc3c2c(=O)n(C)c(=O)n3C)cc1C	x	x	x	3%	8%	3
CC(C)S(=O)(=O)C1=NSC2=NC(=O)/C(=C\c3ccc(OC(=O)c4ccco4)cc3)C(=N)N21	-3%	-45%	x	-2%	u	0

Record cards, as listed above.
Profile of Cc1ccc(NC(=O)Cn2cnc3c2c(=O)n(C)c(=O)n3C)cc1C = AMA1 RON2 block: x; AmpC inh no detg: x; Giardia FBPA inh: x; AmpC detergent: 3%; Sm TGR block: 8%; HCMV antiviral: 3
Profile of COc1ccc(-c2nc3ccccc3o2)cc1NC(=O)C(C)(C)Oc1ccc(Br)cc1 = AMA1 RON2 block: x; AmpC inh no detg: x; Giardia FBPA inh: x; AmpC detergent: -1%; Sm TGR block: 15%; HCMV antiviral: 0

(listing goes on)
mol	AMA1 RON2 block	AmpC inh no detg	Giardia FBPA inh	AmpC detergent	Sm TGR block	HCMV antiviral
Cc1ccc(N(Cc2ccccc2O)C(=O)c2ccccc2F)cc1	5%	-13%	9%	-8%	12%	-9
COCCCNC(=O)N1CCN(c2nnc(C)c3c(C)n(-c4ccc(Cl)cc4)nc23)CC1	x	x	x	19%	4%	2
O=C(O)c1ccc(/C=C2\SC(=Nc3ccccc3)N(c3ccccc3)C2=O)cc1	-1%	-24%	26%	2%	-30%	u
CC1CC(C)(C)NC(=S)N1CCC(=O)N1CCc2ccccc2C1 (stereo not drawn)	-14%	2%	-5%	-2%	-13%	u
Cc1ccc(C(=O)Nc2ccncc2)c(C)c1	-7%	2%	8%	-15%	0%	u
FC(F)(F)c1cc(-c2ccccc2)nc2cc(-c3ccc(Br)cc3)nn12	x	x	x	0%	-1%	10
CC1=C(C(=O)N2CCOCC2)C(c2cccc3ccccc23)NC(=S)N1 (stereo not drawn)	20%	-16%	-6%	0%	11%	-39
C/C(NC1CCCCC1)=C(/C#N)C(=O)NCCN1CCOCC1	18%	-3%	4%	u	-13%	-14
COc1ccc(CCNc2nc(C)nc3c2nnn3Cc2ccccc2)cc1	-6%	-6%	15%	u	9%	-16
COc1ccc(S(=O)(=O)NCC(c2ccco2)N2CCc3ccccc32)cc1 (stereo not drawn)	-25%	-38%	x	-16%	0%	4
CCCNC(=O)c1c(CSc2ccccc2)noc1C(=O)NCc1ccccc1	21%	-23%	0%	4%	13%	12
CCOC(=O)C(NC(=O)CC)(Nc1ccc(S(=O)(=O)Nc2onc(C)c2C)cc1)C(F)(F)F (stereo not drawn)	9%	-10%	8%	-7%	1%	-23
COc1ccc(NC(=O)CN2CCN(C3c4ccccc4-c4ccccc43)CC2)cc1	-12%	89%[activator]	-5%	u	2%	-15
O=C(CSc1cccc2cccnc12)OCC(=O)c1ccc(Br)cc1	-2%	-46%	-3%	-9%	-17%	-4
CCC(C)(C)n1nnnc1CN1CCN(c2nc3ccc(C)cc3cc2C#N)CC1	35%[activator]	4%	-2%	-11%	9%	-33
CCCOC(=O)Cc1c(O)c2ccccc2[nH]c1=O	2%	13%	-7%	-14%	-23%	-11
C=CCn1c(SCC(=O)NC2CCCCC2)nnc1-c1ccc(OC)cc1	15%	1%	3%	-8%	-22%	u
Nc1ccccc1C(=O)/C=C/c1ccc2c(c1)OCO2	u	7%	0%&0%	1%	3%	-71*
Cc1ccc(C)c(S(=O)(=O)N2CCCC2CNC(=O)C(=O)NC2CCCC2)c1 (stereo not drawn)	16%	-23%	x	-10%	2%	-23
COc1ccc(C2C(C(=O)Nc3ccc(Cl)cc3)=C(C)Nc3nc(SCc4cccc(C)c4)nn32)cc1OC (stereo not drawn)	x	x	x	18%	-3%	5
Cc1ccc2nc(NCc3ccccc3)[nH]c2c1	-8%	-43%	4%	-2%	-3%	u
Cc1c(Cl)cccc1NC(=O)CCS(=O)(=O)c1ccc2c(c1)CC(C)N2C(=O)C1CC1 (stereo not drawn)	x	x	x	16%	6%	-30
O=C1CC(c2ccccc2)CC(O)=C1C=Nc1cccc(Cl)c1 (stereo not drawn)	-26%	-29%	0%	-9%	-14%	-33
CCOc1ccc(CNc2cc(C)nc3nc(-c4cccc(C)c4)nn23)cc1OC	x	x	x	22%	u	360
O=C(Cc1ccc(Cl)cc1)Nc1cccc(-c2nnc(-c3ccco3)o2)c1	4%	-33%	4%	2%	u	-10
Cc1nc(N2CCOCC2)[nH]c(=O)c1C(O)C(Cl)(Cl)Cl (stereo not drawn)	-1%	-6%	2%	2%	45µM*	22
O=C(Nc1nc(-c2cccnc2)cs1)c1ccc([N+](=O)[O-])cc1	-6%	-25%	-1%	9%	8%	18
CC(NC(=O)COc1ccc(/C=N/NC(=O)CO)cc1)c1ccccc1 (stereo not drawn)	-1%	-6%	1%	3%	8%	26
CCCC(=O)N(c1ccccc1)C1C=CS(=O)(=O)C1 (stereo not drawn)	5%	-18%	0%	1%	4%	-18
COCCCNC(=O)c1cc(C(=O)c2ccccc2Br)c[nH]1	0%	-10%	0%	u	5%	15
COc1ccc(-n2nc(C(=O)N3CCCCC3C)c3c4ccccc4n(C)c3c2=O)cc1Cl (stereo not drawn)	x	x	x	-5%	1%	10
C/C=C/CC1(CC)C(=O)NC(=S)NC1=O	14%	-6%	u	-4%	-2%	63
CCC1CN(S(=O)(=O)c2cc(-c3cc(C)no3)ccc2OC)c2cc(Cl)ccc2O1 (stereo not drawn)	x	x	x	2%	10%	-26
CCOC(=O)c1cc(-c2ccccc2)sc1NC(=O)COC(=O)c1cccc(S(N)(=O)=O)c1	2%	-31%	3%	-6%	x	15
Cc1[nH]n(-c2ccccc2)c(=O)c1/C=N/NC(=O)c1cccc(F)c1	10%	-20%	u	6%	2%	-98*
Cc1ccnc(NC(=O)CC(NC(=O)c2ccccc2Cl)c2ccccc2)c1 (stereo not drawn)	6%	u	x	u	3%	51
Cc1cc2nccc(-c3ccc(F)cc3)n2n1	0%	-6%	-7%	-14%	10%	-21
CC(C)c1ccccc1NC(=O)c1cccc(NC(=O)c2ccccc2)c1	15%	-50%	-3%	0%	-11%	-14
Cc1nc(=O)c(-c2ccccc2)c(C)n1-c1ccc(O)c(C(=O)O)c1	x	-4%	23%	-12%	27%	x
Cc1sc2ncnc(NCC(c3ccccc3)N(C)C)c2c1C (stereo not drawn)	-9%	1%	-10%	-10%	-4%	-28
CC(C)c1ccc2oc(-c3cccc(NC(=O)c4ccc5c(c4)OCCO5)c3)nc2c1	x	x	x	7%	-3%	36
COc1ccc(-c2cc(-c3ccc(N)cc3)nc(N)c2C#N)cc1OC	30%[activator]	-21%	-16%	-6%	13%	16
NS(=O)(=O)c1ccc(NC(=O)COC(=O)COc2ccccc2)cc1	-4%	-18%	2%	-2%	1%	10
O=C(COC(=O)c1ccc(Cl)c(S(=O)(=O)N2CCCCC2)c1)NCC1CCCO1 (stereo not drawn)	8%	33%	5%	-1%	7%	-25
COc1ccc(NC(=O)c2oc3ccccc3c2NC(=O)c2cc(C)cc(C)c2)c(OC)c1	x	x	x	16%	1%	1
N#Cc1ccc(OCC(=O)N/N=C/C2CC=CCC2)cc1 (stereo not drawn)	20%	-10%	3%	u	39%[activator]	-15
CCC(=O)Nc1ccc2c(c1)N(C(C)=O)c1ccccc1CC2	2%	-11%	11%	u	0%	32
C=CCNc1nnc(SC2CC(=O)N(c3ccc(OC)cc3)C2=O)s1 (stereo not drawn)	5%	-16%	-13%	-12%	2.8µM*	-14
Cc1ccc(C)c(NC(=O)CSc2nnc(-c3n[nH]c4ccccc34)o2)c1	13%	-59%	0%	-4%	-17%	19
COc1ccc(/C=N/NC(=O)c2cccc(Br)c2)cc1CSc1ccccn1	-3%	-17%	3%	-1%	-3%	-29
CCOC(=O)c1c(C)[nH]c(C)c1S(=O)(=O)NCC(=O)NCc1ccccc1Cl	x	x	x	3%	48%[activator]	2
O=c1c2ccccc2nc(/C=C/c2ccc(Br)cc2)n1CCCO	13%	182%[activator]	15%	1%	5%	-71*
CCOc1ccc2oc(C(=O)NC(C)(C)CC)c(C)c2c1	7%	17%	-3%	6%	1%	-25

2 compounds picked at random from the list so far, as already listed:
mol	AMA1 RON2 block	AmpC inh no detg	Giardia FBPA inh	AmpC detergent	Sm TGR block	HCMV antiviral
CCOC(=O)c1c(C)[nH]c(C)c1S(=O)(=O)NCC(=O)NCc1ccccc1Cl	x	x	x	3%	48%[activator]	2
COc1ccc(/C=N/NC(=O)c2cccc(Br)c2)cc1CSc1ccccn1	-3%	-17%	3%	-1%	-3%	-29

Compound activity deposited in PubChem by National Center for Advancing Translational Sciences (NCATS).
